PAFAH1B3 inh: blocks human PAF acetylhydrolase 1B catalytic subunit 3 | Q15102 | recombinant PAFAH1B3, FP-rhodamine probe, fluorescence polarization | inhibition, % at 3.39 µM | hit rate 0.28% among 340,000;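 active = inhibition above the screen-wide average of all tested compounds plus 3 SD, cut at about 25% in these data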;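 note: 0% = enzyme with DMSO only and 100% = wells lacking PAFAH1B3 protein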
LYPLA1 inh: LYPLA1 (human) inhibition in PME1 counter-screen; O75608; recombinant LYPLA1, FP-Rh probe fluorescence polarization; inhibition, % at 5.9 µM; hit rate 0.16% among 320,000; AID 2174;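 active = inhibition above the mean of all tested compounds plus 3 SD, set per campaign, cut at about 14% in these data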;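 note: inhibitors block serine hydrolase probe labeling of LYPLA1 so polarization falls; 0% = enzyme with DMSO and 100% = wells lacking LYPLA1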
Target sequence (O75608 whole entry, looked up): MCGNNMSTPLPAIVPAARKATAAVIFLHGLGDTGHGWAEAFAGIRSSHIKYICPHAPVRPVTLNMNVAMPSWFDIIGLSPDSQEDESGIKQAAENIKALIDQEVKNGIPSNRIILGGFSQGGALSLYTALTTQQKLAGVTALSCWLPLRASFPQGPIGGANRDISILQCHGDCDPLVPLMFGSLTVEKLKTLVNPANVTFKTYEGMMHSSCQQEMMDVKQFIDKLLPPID
LYPLA2 inh: counter-screen for PME1 inhibitors: inhibitors of human LYPLA2. inhibition, % at 5.9 µM. AID 2177. O95372. recombinant LYPLA2, FP-Rh probe fluorescence polarization. hit rate 0.38% among 320,000;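 active = inhibition above the screen-wide mean plus 3 SD, limit set per campaign, cut at about 26% in these data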;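 note: 0% = LYPLA2 with DMSO and 100% = wells lacking LYPLA2 enzyme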
Target sequence (O95372 whole entry, looked up): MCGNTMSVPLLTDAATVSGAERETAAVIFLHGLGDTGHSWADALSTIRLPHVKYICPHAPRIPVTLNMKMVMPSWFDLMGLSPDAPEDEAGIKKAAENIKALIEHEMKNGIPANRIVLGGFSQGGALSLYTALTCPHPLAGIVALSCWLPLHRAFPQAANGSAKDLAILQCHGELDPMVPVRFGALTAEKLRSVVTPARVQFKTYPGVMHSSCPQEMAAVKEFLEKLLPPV
PREPL inhibitor: inhibits the human prolyl oligopeptidase-like enzyme; Q4J6C6; recombinant PREPL, fluorescence polarization activity-based probe; inhibition, % at 5.96 µM; hit rate 0.68% among 320,000; AID 2751; in the data active = inhibition above about 43%;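 note: 0% = enzyme with DMSO and 100% = wells lacking enzyme; many of its hits are not listed in these tables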
PAFAH1B2 inh: PAFAH1B2 (human) inhibition | AID 492953 | recombinant PAFAH1B2, FP-rhodamine activity probe, fluorescence polarization | inhibition, % at 3.39 µM | P68402 | hit rate 1.2% among 340,000;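 active = inhibition above the mean of all tested compounds plus 3 SD, cut at about 24% in these data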;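 note: 0% = enzyme with DMSO and 100% = wells lacking PAFAH1B2; many of its hits are not listed in these tables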
Target sequence (P68402 whole entry, looked up): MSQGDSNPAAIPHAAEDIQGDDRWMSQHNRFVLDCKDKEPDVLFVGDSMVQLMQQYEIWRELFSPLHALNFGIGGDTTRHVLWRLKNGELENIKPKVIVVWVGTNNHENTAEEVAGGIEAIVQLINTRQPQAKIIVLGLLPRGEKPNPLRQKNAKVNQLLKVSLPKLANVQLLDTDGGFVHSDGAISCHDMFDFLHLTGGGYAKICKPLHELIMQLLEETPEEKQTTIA
GSTO1 inh: counter-screen for RBBP9 inhibitors: inhibitors of human GSTO1; P78417; recombinant GSTO1, activity-based probe fluorescence polarization; inhibition, % at 5.96 µM; hit rate 1.1% among 300,000;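 active = inhibition above the campaign mean inhibition plus 3 SD, cut at about 35% in these data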;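 note: 0% = GSTO1-1 with DMSO and 100% = wells lacking GSTO1-1 enzyme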
PAD4 FP inh: inhibitors of human PAD4. hit rate 0.41% among 330,000. AID 485272. Q9UM07. recombinant PAD4, RCA probe fluorescence polarization. inhibition, % at 6.36 µM;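 active = percent inhibition above a cutoff equal to the mean of all tested compounds plus 3 SD, cut at about 15% in these data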;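 note: 0% = PAD4 with RCA probe and DMSO and 100% = probe without PAD4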
pPAFAH inh: pPAFAH (human) enzyme inhibition; Q13093; recombinant pPAFAH, FP-rhodamine probe fluorescence polarization; inhibition, % at 3.39 µM; hit rate 1.5% among 330,000;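 active = inhibition above the mean inhibition across the screen plus 3 SD, cut at about 25% in these data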;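 note: inhibitors block binding of the rhodamine activity-based probe so polarization drops; 0% = enzyme with DMSO and 100% = wells lacking pPAFAH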
PME-1 inh: blocks human protein phosphatase methylesterase 1; Q9Y570; recombinant PME-1, FP-Rh probe fluorescence polarization; inhibition, % at 5.9 µM; hit rate 0.53% among 320,000; AID 2130;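 active = inhibition above the campaign mean of all compounds plus 3 SD, cut at about 26% in these data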;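 note: competitive labeling of PME-1 active site by serine hydrolase directed probe; 0% = PME-1 with DMSO and 100% = wells lacking PME-1 enzyme; inhibitors block probe labeling so polarization falls and inhibition rises; many of its hits are not listed in these tables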
Target sequence (Q9Y570 whole entry, looked up): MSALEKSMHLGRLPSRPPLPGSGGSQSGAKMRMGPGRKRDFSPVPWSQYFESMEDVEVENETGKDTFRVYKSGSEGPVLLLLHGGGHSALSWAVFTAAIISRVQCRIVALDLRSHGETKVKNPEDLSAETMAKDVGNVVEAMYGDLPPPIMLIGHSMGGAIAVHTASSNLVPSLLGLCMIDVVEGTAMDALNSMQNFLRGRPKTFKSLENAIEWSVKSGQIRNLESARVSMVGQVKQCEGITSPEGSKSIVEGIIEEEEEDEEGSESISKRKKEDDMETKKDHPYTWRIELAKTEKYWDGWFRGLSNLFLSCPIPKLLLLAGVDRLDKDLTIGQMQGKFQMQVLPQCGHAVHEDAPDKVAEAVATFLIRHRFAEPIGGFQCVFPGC
* hit, by the source's call; · = not tested or not shown.

Results follow in this order: PREPL inhibitor | pPAFAH inh | LYPLA2 inh | LYPLA1 inh | PME-1 inh | GSTO1 inh | PAFAH1B3 inh | PAFAH1B2 inh | PAD4 FP inh
> O=C(COC(=O)c1n[nH]c2ccccc12)NC(=O)NCc1ccco1
→ 1 | -1 | 2 | -2 | -11 | 0 | -1 | -4 | 2
> CCCCOC(=O)c1ccc(NC(=O)CSc2nnnn2C)cc1
→ 16 | 2 | -3 | -4 | -3 | -6 | 8 | 2 | -1
> Cn1ccnc1SCC(=O)Nc1ccc2c(c1)OCCO2
→ 5 | 1 | 3 | 4 | -5 | 5 | 3 | -1 | -56
> O=C(/C=C/c1ccc(OCc2cccc(Cl)c2)cc1)N1CCOCC1
→ 43 | 19 | 9 | -1 | 6 | 0 | 3 | 5 | -1
> O=C(Nc1ncc([N+](=O)[O-])s1)C1CC(=O)N(c2ccc(F)cc2)C1 (configuration not stated)
→ 7 | 0 | 5 | 3 | -6 | -2 | 1 | 3 | -7
> Cc1cccc(NC(=O)N2CCC(NC(=O)c3ccco3)CC2)c1
→ 17 | -2 | 7 | 3 | -3 | 10 | 5 | 5 | 2
> O=C(C1=NN(c2ccccc2)C2C(=O)N(c3ccccc3)C(=O)C12)c1ccccc1 (configuration not stated)
→ 13 | 5 | 3 | -2 | -4 | 7 | 0 | 2 | 1
> Clc1ccc(-c2cn(-c3ccc(Cl)cc3)c3[n+]2CCCCC3)cc1
→ 18 | 0 | 0 | 1 | 0 | 4 | 0 | -4 | 1
> Cc1ccc(S(=O)(=O)NCC(=O)OCN2C(=O)c3ccccc3C2=O)cc1
→ 17 | 7 | 3 | 2 | 3 | 34 | · | · | 2
> CC(C)C[C@H]1COCCS(=O)(=O)N1Cc1ccc(Cl)c(Cl)c1
→ 0 | 3 | -6 | -3 | 0 | 7 | 0 | 13 | 5
> CC(OC(=O)/C=C/c1ccc(Br)cc1)C(=O)N1CCOCC1 (configuration not stated)
→ 7 | 6 | 3 | 1 | 2 | -1 | 2 | 1 | -4
> COc1ccc(-c2ccc(CNCCCN3CCOCC3)o2)cc1Cl
→ 21 | -6 | 12 | 4 | 1 | 1 | 0 | 3 | -3
> CC(CNC(=O)CN1C(=O)CCSc2ccccc21)c1ccccc1 (configuration not stated)
→ 11 | 3 | 4 | 4 | 0 | -1 | 7 | 22 | 0
> COCCN(C(=O)CNC(=O)c1ccco1)C(C(=O)NC1CCCC1)c1cccc(OC)c1 (configuration not stated)
→ -1 | -1 | 2 | 2 | -3 | 0 | 7 | -1 | -4
> CCN(CC(=O)Nc1ccc(NC(C)=O)cc1)C(=O)/C=C/c1cn(-c2ccccc2)nc1-c1ccc(C)cc1
→ -2 | 0 | -47 | -32 | -23 | -18 | -4 | -11 | -2

The last five compounds of the part above come first, to join the parts:
Results follow in this order: PREPL inhibitor | pPAFAH inh | LYPLA2 inh | LYPLA1 inh | PME-1 inh | GSTO1 inh | PAFAH1B3 inh | PAFAH1B2 inh | PAD4 FP inh
> CC(OC(=O)/C=C/c1ccc(Br)cc1)C(=O)N1CCOCC1 (configuration not stated)
→ 7 | 6 | 3 | 1 | 2 | -1 | 2 | 1 | -4
> COc1ccc(-c2ccc(CNCCCN3CCOCC3)o2)cc1Cl
→ 21 | -6 | 12 | 4 | 1 | 1 | 0 | 3 | -3
> CC(CNC(=O)CN1C(=O)CCSc2ccccc21)c1ccccc1 (configuration not stated)
→ 11 | 3 | 4 | 4 | 0 | -1 | 7 | 22 | 0
> COCCN(C(=O)CNC(=O)c1ccco1)C(C(=O)NC1CCCC1)c1cccc(OC)c1 (configuration not stated)
→ -1 | -1 | 2 | 2 | -3 | 0 | 7 | -1 | -4
> CCN(CC(=O)Nc1ccc(NC(C)=O)cc1)C(=O)/C=C/c1cn(-c2ccccc2)nc1-c1ccc(C)cc1
→ -2 | 0 | -47 | -32 | -23 | -18 | -4 | -11 | -2
> O=C(Nc1ccccc1C(=O)Nc1cccnc1)c1ccccc1
→ -7 | 2 | -1 | -3 | -5 | -13 | 13 | 6 | 2
> COc1ccc(N2CCN(C(=O)COC(=O)CNC(=O)c3ccc(Cl)cc3Cl)CC2)cc1
→ -14 | 4 | 2 | 5 | 1 | 9 | 5 | -1 | -3
> Cc1cc(C)nc(NNS(=O)(=O)c2c(F)cc(F)cc2Br)n1
→ 7 | 0 | · | · | · | · | 6 | -1 | 0
> CCC(C)N1CC(O)=C(c2nc3ccccc3[nH]2)C1=N (configuration not stated)
→ 3 | 4 | 9 | 2 | 0 | -1 | -4 | -1 | 0
> O=C(Nc1ncccc1Cl)c1ccc2c(c1)OCCO2
→ 5 | -6 | -5 | 1 | -5 | 3 | 1 | 2 | -4
> COc1ccc(OC)c(Nc2nc(C3CC3)nc3c2nnn3Cc2ccccc2)c1
→ -10 | 7 | 4 | 1 | -1 | 2 | 1 | 0 | 2
> CCOC(=O)C1=C(O)C(=O)N(Cc2ccccc2)C1
→ 13 | -6 | 5 | 0 | -7 | -1 | 9 | 8 | 0
> Fc1cccc2sc(Nc3nc4cc5c(cc4s3)OCCO5)nc12
→ 15 | 9 | 6 | -5 | 67* | 3 | 2 | 7 | 0
> COc1ccc(C2CC(c3ccc(C)o3)=NN2C(C)=O)cc1 (configuration not stated)
→ 1 | 3 | 2 | 2 | 3 | 3 | 5 | 3 | 5
> CCS(=O)(=O)NCCc1ccc(OC)c(OC)c1
→ 0 | 4 | -4 | -1 | 5 | 3 | 1 | 9 | 0
> CC(C)(C)c1cc(CCC(=O)NNC(=O)c2ccco2)cc(C(C)(C)C)c1O
→ 2 | 9 | 0 | -2 | -1 | 1 | -2 | 1 | -2
> Cc1ccc(CNS(=O)(=O)c2ccc(C)s2)cc1
→ 6 | -1 | -1 | -1 | -2 | 1 | 0 | 11 | 4
> CCN(CC)CC#CCC(O)(c1ccccc1)c1ccc(Br)cc1 (configuration not stated)
→ 13 | 3 | -5 | -2 | 2 | 0 | 1 | 8 | -1
> CCOC(=O)c1nnc2c(Br)c(-c3ccccc3)nn2c1C
→ -1 | 6 | -2 | 1 | -2 | -5 | 7 | -2 | -3
> CS(=O)(=O)C1=NN2C(=N)/C(=C\c3ccc(OCCOc4ccccc4)cc3)C(=O)N=C2S1
→ 10 | 8 | 4 | -7 | -14 | -26 | -2 | 0 | -5

(cont.)
Results follow in this order: PREPL inhibitor | pPAFAH inh | LYPLA2 inh | LYPLA1 inh | PME-1 inh | GSTO1 inh | PAFAH1B3 inh | PAFAH1B2 inh | PAD4 FP inh
> O=C(/C=C/c1c(F)cccc1Cl)N1CCOCC1
→ 5 | 5 | 2 | -2 | 2 | -2 | 5 | 0 | -3
> c1nc(Nc2ccc(N3CCOCC3)cc2)c2ccsc2n1
→ 37 | 2 | 0 | 0 | 1 | 14 | 0 | 1 | -2
> CC(=O)Nc1cc(NC(C)=O)ncn1
→ 9 | 3 | 11 | 1 | 2 | -4 | 1 | 7 | 7
> O=C(Nc1ccc(N2C(=O)c3cccc4cccc(c34)C2=O)cc1)c1ccc(N2CCCCC2)c([N+](=O)[O-])c1
→ 13 | -3 | 4 | -2 | 2 | 1 | 5 | -2 | -6
> CC(=O)Nc1ccc(SCCC2CCCCN2C)cc1 (configuration not stated)
→ 6 | 2 | -8 | 2 | -5 | -3 | 4 | -3 | 0
> CN(CC(=O)NCCc1ccccc1)CC(=O)Nc1cccc(F)c1
→ 5 | 2 | · | · | · | · | -1 | 6 | -4
> COc1ccc(-c2nnc(C3CCN(S(=O)(=O)c4ccccc4)CC3)o2)cc1
→ 10 | -2 | 8 | 0 | 3 | -2 | -2 | 6 | -2
> Cc1ccc(N(C(=O)c2cccs2)C2C=CS(=O)(=O)C2)cc1 (configuration not stated)
→ -8 | 3 | -1 | 2 | 2 | 8 | 6 | 2 | 11
> O=C(CCNC(=O)N1CC(=O)Nc2ccccc21)NCc1cccc(Cl)c1
→ -25 | 3 | 2 | 0 | 1 | 5 | 4 | 2 | -2
> Cc1ccc(NCc2nnc3n2CCCCC3)c(C)c1
→ 10 | 0 | 4 | -2 | 4 | 8 | -6 | -1 | 1
> C[C@@H]1C=C[C@](Cc2ccccc2)(C(=O)NCC2CC2)N1C(=O)c1ccccc1
→ 7 | 2 | 4 | 1 | 4 | 8 | 4 | 1 | 0
> CCN(CC)C(=O)CP(=O)(c1ccccc1)c1ccccc1
→ 6 | -3 | 5 | 5 | -8 | 1 | 6 | -2 | -4
> O=C(Nc1ccccc1C(=O)NCc1ccco1)Nc1cccc2ccccc12
→ 6 | -1 | 10 | -6 | -8 | 1 | -3 | -1 | -11
> CC(C)CCOc1ccc(C(=O)N2CCN(c3ncccn3)CC2)cc1
→ 9 | 23 | 12 | 5 | 3 | -3 | 11 | 6 | -2
> COc1ccc(CNC(=S)N/N=C/c2ccncc2)cc1
→ -3 | 0 | 0 | -4 | -2 | 2 | -1 | -4 | -10

Single values from the results shown:
pPAFAH inh with `O=C(Nc1ccc(N2C(=O)c3cccc4cccc(c34)C2=O)cc1)c1ccc(N2CCCCC2)c([N+](=O)[O-])c1` reads -3
PAFAH1B2 inh with `COc1ccc(CNC(=S)N/N=C/c2ccncc2)cc1` reads -4
PAD4 FP inh with `CC(=O)Nc1cc(NC(C)=O)ncn1` reads 7
PAFAH1B3 inh with `CCN(CC)C(=O)CP(=O)(c1ccccc1)c1ccccc1` reads 6
LYPLA2 inh with `O=C(CCNC(=O)N1CC(=O)Nc2ccccc21)NCc1cccc(Cl)c1` reads 2
pPAFAH inh with `CN(CC(=O)NCCc1ccccc1)CC(=O)Nc1cccc(F)c1` reads 2

New compounds follow.
Results follow in this order: PREPL inhibitor | pPAFAH inh | LYPLA2 inh | LYPLA1 inh | PME-1 inh | GSTO1 inh | PAFAH1B3 inh | PAFAH1B2 inh | PAD4 FP inh
> Cc1ccc(CNC(=O)c2oc3ccc(S(=O)(=O)N4CCOCC4)cc3c2C)cc1
→ 23 | 5 | 0 | -1 | -2 | 7 | 3 | 3 | -1
> CCC1(CC)NC(=O)N(CC(=O)OCC(=O)NC(=O)c2ccccc2)C1=O
→ -1 | 0 | 1 | 1 | -5 | 3 | -3 | 0 | -2
> CC1(c2nnc(-c3cccc(Cl)c3)o2)CC(c2cccc(F)c2)=NO1 (configuration not stated)
→ -16 | 6 | -6 | 0 | 5 | 0 | 10 | 2 | -2
> COc1ccc(C2C(C(=O)NCc3ccccn3)c3ccccc3C(=O)N2C)cc1OC (configuration not stated)
→ 10 | 2 | 7 | 1 | 0 | 1 | 5 | 6 | 3
> CCOC(=O)C1=C(N)Oc2ccc3ccccc3c2C1c1ccc(O)cc1 (configuration not stated)
→ -4 | 19 | -8 | -4 | -4 | -7 | 12 | 2 | -3
> CCNc1nc(NC#N)nc(SCC(=O)OCC)n1
→ -8 | 5 | 2 | 5 | -1 | -1 | 8 | -3 | -2
> C=CCn1c(C)cc(C(=O)CSc2nc3ccccc3[nH]2)c1C
→ 6 | 7 | 0 | -1 | -3 | 3 | 3 | 1 | 0
> CCOC(=O)C1CCCN(C(=O)c2cc(-c3ccncc3)nc3ccccc23)C1 (configuration not stated)
→ 6 | 4 | -1 | -1 | 4 | 6 | 6 | 2 | 1
> CCN(C(=O)COC(=O)CCCN1C(=O)c2cccc3cccc(c23)C1=O)C1CCS(=O)(=O)C1 (configuration not stated)
→ 6 | 1 | 3 | 1 | 3 | 0 | 6 | -2 | -3
> O=C(CSc1ncnc2[nH]ncc12)Nc1cccc(Oc2ccccc2)c1
→ -22 | 1 | 7 | -5 | -14 | -12 | 3 | 1 | 0

A portion of the library, so the mix of outcomes need not match the whole.
